Source: PubChem BioAssay (several laboratories)
SR-BI uptake up = activators of SR-BI mediated DiI-HDL uptake, primary screen, ldlA[mSR-BI] CHO cells, DiI fluorescence; AID 504775, 2011; activation, % at 12.5 µM; 3 h; 100 = double the neutral-control signal; 320,000 compounds, 0.096% hits;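 active means mean replicate activation of at least 60% and every replicate at or above 60%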;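 further: 0% = median plate neutral-control signal and 100% = twice that signal; values of inactives mirror those of a sister screen read the other way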
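Assay system: LDL receptor-deficient CHO ldlA cells overexpressing murine SR-BI / Medium: BSA-supplemented, HEPES-buffered Ham's F12, pH 7.4 / Probe or stimulus: DiI-labelled HDL at 10 µg/mL final / Timing: compound with DiI-HDL co-incubation, 3 h at 37 °C / Technique: bottom-read cell fluorescence after medium removal, ex 550/em 595 nm / Measure: HDL uptake via cellular fluorescence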
PKA-R2B act = activators of PKA-R2B holoenzyme, primary screen, biochemical, fluorescence polarization, Cy5-IP20, human; cAMP-dependent protein kinase catalytic subunit beta (Homo sapiens) + cAMP-dependent …; PKA-R2B holoenzyme dissociation; R2B truncated from residue 108, S112A mutant; 0% DMSO only, 100% 113 µM cGMP; activation, % at 11.4 µM; 340,000 compounds, 0.079% hits; AID 504700, 2011;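 active means activation above a cutoff set at the mean over all compounds plus 3 SD, cut at about 18% in these data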;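 further: higher means more holoenzyme dissociation and a rise in polarization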
CDK5 inh = inhibitors of human CDK5/p35 kinase, primary screen, biochemical, single concentration; Cyclin-dependent kinase 5 (Homo sapiens) + Cyclin-dependent kinase 5 activator 1 (Homo …; inhibition, % at 10 µM; 330,000 compounds, 0.01% hits; AID 488839, 2010; Recombinant CDK5/p35, ADP-Glo luminescence, 60 min;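 active means highest replicate inhibition of at least 50% and at least 75% of replicates reaching 50%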;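 further: plate controls were DMSO neutral control for no effect and GW8510 at 10 µM for full effect; many of its hits are not listed in these tables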
PKA-R1A activ = activators of PKA-R1A holoenzyme, primary screen, biochemical, fluorescence polarization, Cy5-IP20, bovine R1A, mouse PKAc; cAMP-dependent protein kinase type I-alpha regulatory subunit (Bos taurus) + …; 340,000 compounds, 0.083% hits; PKA-R1A dissociation; scaled: DMSO 0%, 113 µM cGMP 100%; AID 504707, 2011; activation, % at 11.4 µM;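 active means percent activation above the mean of all tested compounds plus 3 SD, cut at about 19% in these data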;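 further: higher means more PKAc released from R1A so a rise in polarization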
Arrestin-AP2 inh = inhibitors of beta-arrestin/AP2 binding, primary screen, biochemical, GPCR trafficking, flow cytometry; beta-arrestin 1 C-terminal peptide binding to AP2 beta2-adaptin appendage (human); FITC-arrestin peptide / GST-AP2 beads; AP2 beta2 appendage carries R879A mutation; inhibition, % at 10 µM; 340,000 compounds, 0.31% hits; AID 504490, 2011;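 active means inhibition above a set limit, near 3 SD of compounds lacking own fluorescence, cut at about 54% in these data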;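 further: plate controls were DMSO wells for no effect and 5 µM unlabelled arrestin peptide for full effect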
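System: GST-AP2 R879A glutathione beads. Medium: PBS with 0.05% Tween 20 and 0.1% BSA. Also added: FITC-arrestin peptide, 50 nM. Incubation: 12 min plus 1 h, RT. Measured by: high-throughput flow cytometry of beads, ex 488, em 535 nm. Evaluation: percent drop in bead-associated FITC signal.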
NSD2 inh = NSD2 histone methyltransferase inhibitors, primary screen, biochemical, AlphaScreen, single concentration, set 2; Histone-lysine N-methyltransferase NSD2 (Homo sapiens), O96028; NSD2 peptide methylation, 120 min; 310,000 compounds, 0.54% hits; inhibition, % at 12.5 µM; in the data active means inhibition above about 50%
MITF act = activators of MITF-driven TRPM1 promoter reporter, primary screen, cell-based, SK-MEL-5, luciferase, single point. 300,000 compounds, 0.75% hits. activation, % at 12.5 µM. AID 588334, 2011. SK-MEL-5 TRPM1-promoter luciferase, 24 h; % of positive control, neutral wells = 0;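 active means mean activation of at least 80% with every replicate also reaching 80%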;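 further: 0% = neutral control wells and 100% = parthenolide positive control wells; values of inactives mirror those of a sister screen read the other way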
SR-BI HDL uptake = inhibitors of SR-BI mediated HDL lipid uptake, primary screen, ldlA[mSR-BI] cells, fluorescence, single point | inhibition, % at 12.5 µM | ldlA[mSR-BI] CHO cells, DiI-HDL uptake fluorescence, 3 h | Scavenger receptor class B member 1 (Mus musculus), Q61009 | 320,000 compounds, 0.96% hits | AID 488896, 2010;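 active means mean replicate inhibition of at least 70% and a set share of replicates each scoring 70 or more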;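 further: 0% = median of neutral control wells and 100% = median of positive control wells; values of inactives mirror those of a sister screen read the other way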
Target sequence (Q61009 whole entry, looked up): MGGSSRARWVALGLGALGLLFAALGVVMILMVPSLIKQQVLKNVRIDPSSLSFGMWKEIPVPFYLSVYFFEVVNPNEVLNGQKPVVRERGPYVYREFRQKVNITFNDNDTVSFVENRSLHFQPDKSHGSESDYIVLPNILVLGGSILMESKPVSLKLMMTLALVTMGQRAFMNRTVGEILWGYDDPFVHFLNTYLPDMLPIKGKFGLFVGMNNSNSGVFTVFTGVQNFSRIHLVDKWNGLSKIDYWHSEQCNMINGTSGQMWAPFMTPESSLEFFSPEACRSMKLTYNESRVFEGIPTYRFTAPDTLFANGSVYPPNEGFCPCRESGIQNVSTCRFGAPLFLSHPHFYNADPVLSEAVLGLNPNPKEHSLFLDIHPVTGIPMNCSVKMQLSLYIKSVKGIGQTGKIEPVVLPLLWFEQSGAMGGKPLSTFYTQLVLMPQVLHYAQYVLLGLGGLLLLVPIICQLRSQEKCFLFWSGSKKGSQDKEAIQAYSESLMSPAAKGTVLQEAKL
dFosB act = activators of delta FosB homodimer, primary screen, biochemical, fluorescence polarization, TAMRA-CDK5 oligo, single point; purified delta FosB; percent of positive-control signal above neutral wells; activation, % at 25 µM; 340,000 compounds, 0.99% hits; AID 493131, 2011;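 active means mean activation above about 17%, with every replicate also reaching it, limit read from the data, passing the limit was not always enough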;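 further: fluorescence polarization rise as delta FosB binds a TAMRA Cdk5 AP-1 oligo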
Target sequence (P13346 whole entry, looked up): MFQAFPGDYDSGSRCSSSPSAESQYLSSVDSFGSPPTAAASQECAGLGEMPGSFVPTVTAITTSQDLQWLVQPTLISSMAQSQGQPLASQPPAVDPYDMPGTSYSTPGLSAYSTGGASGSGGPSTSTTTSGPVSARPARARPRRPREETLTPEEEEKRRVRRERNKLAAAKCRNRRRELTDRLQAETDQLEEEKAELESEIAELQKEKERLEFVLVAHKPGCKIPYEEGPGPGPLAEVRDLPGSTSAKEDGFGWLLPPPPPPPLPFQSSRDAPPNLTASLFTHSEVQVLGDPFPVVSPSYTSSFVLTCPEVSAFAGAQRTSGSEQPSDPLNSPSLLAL
Pemphigus Ab inh = inhibitors of pemphigus antibody binding to DSG3, primary screen, biochemical, bead-based, flow cytometry, scFv-GFP; 310,000 compounds, 0.48% hits; Desmoglein-3 (Homo sapiens), P32926; binding (percent of control), % at 10 µM; AID 588358, 2011; DSG3-coupled beads, scFv-anti-DSG3-GFP binding; stronger effect = lower value;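 active means binding more than 3 SD below its plate's average and above zero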; further: some compounds called inactive have numbers as strong as hits
SUMO Mot1 rescue = yeast Mot1-301 growth rescue at high temperature, primary screen, SUMOylation pathway inhibitor project, S. cerevisiae, ATP luminescence, 38.5C | 320,000 compounds, 1% hits | S. cerevisiae Mot1-301 growth rescue; percent above DMSO median, 100 means doubled | growth rescue, % at 18.8 µM | AID 2716, 2010;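 active means every valid replicate shows activation above 250% relative to neutral control wells; inactive means the rest, any valid replicate at or below 250%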;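 further: OY570 slx delta 5 strain wells were the positive control but not used for scaling; some compounds called inactive have numbers as strong as hits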
The depositor's hits bear a star; · = not tested or not shown. Compounds were not picked by outcome; any-hit rate near 4.7%.

SMILES | SR-BI uptake up | PKA-R2B act | CDK5 inh | PKA-R1A activ | Arrestin-AP2 inh | NSD2 inh | MITF act | SR-BI HDL uptake | dFosB act | Pemphigus Ab inh | SUMO Mot1 rescue
Cc1ccc(S(=O)(=O)N2[C@@H](c3cccc(Cl)c3)C(C(=O)O)=CC[C@H]2c2ccc3c(c2)OCO3)cc1 | 6 | 10 | -1.2 | 5 | 6 | · | 1 | -6 | -4 | 104 | 64
CCN(Cc1ccccc1)S(=O)(=O)c1ccc(C(=O)Nc2nnc(C3CC3)o2)cc1 | -1 | -8 | -3.1 | 8 | 5 | · | -11 | 1 | -19 | 105 | 18
Cc1cccc(N(CC(=O)NC2CCCCC2)C(=O)c2ccc(C)s2)c1 | -14 | -9 | -1.7 | -6 | 4 | -1 | -3 | 14 | -6 | 84 | -26
O=C(CN1CCCCC1)Nc1ccc(NC(=O)c2ccccc2Cl)cc1Cl | -20 | -10 | 1.7 | 0 | 27 | -2 | 6 | 20 | -3 | 88 | 2
O=C(Cn1nc(-c2ccc(Cl)cc2)ccc1=O)NCC1CCCO1 (stereo not drawn) | 10 | 4 | 0.8 | -4 | 5 | · | -3 | -10 | -11 | 102 | 1
CN1CCN(/C=C(\C#N)S(=O)(=O)c2ccc(Cl)cc2)CC1 | 13 | 4 | -0.2 | -4 | 2 | 2 | 3 | -13 | -1 | 109 | -17
Cn1c(-c2cccc(Br)c2)n[nH]c1=O | 14 | · | -7.4 | · | -10 | -7 | -8 | -14 | -8 | 120 | -12
CN1/C(=C\C(=O)COC(=O)CN2C(=O)C3CC=CCC3C2=O)C(C)(C)c2ccccc21 (stereo not drawn) | -8 | 4 | 0.2 | 11 | 6 | -1 | 2 | 8 | -3 | 110 | -28
CCc1ccc(NC(=O)CNS(=O)(=O)c2c(C)noc2C)cc1 | -6 | -2 | 0.2 | -11 | 0 | 3 | · | 6 | 7 | · | 6
C[C@H]1COC(=O)[C@@H](NC(=O)OCC2c3ccccc3-c3ccccc32)C/C=C\C[C@H](CC(=O)NCCO)C(=O)N1 | 2 | -1 | -0.5 | 0 | 2 | · | 0 | -2 | 1 | 100 | -13
Cn1nnnc1SCCNCc1ccccc1OCc1ccccc1 | 25 | -3 | 1.0 | -1 | 2 | -2 | 2 | -25 | -8 | · | 2
O=C(CN1C2CCCC1CC(NC(=O)c1ccccc1)C2)Nc1ccccc1C(F)(F)F (stereo not drawn) | 4 | -3 | 4.3 | -2 | 8 | · | -12 | -4 | -15 | · | 10
CC1=CCC2C(=O)N(C(C)c3ccccc3)C(=O)C2C1 (stereo not drawn) | 10 | 6 | -0.6 | 3 | 3 | -1 | -10 | -10 | 8 | 98 | 12
CCOc1ccc(NC(=O)c2ccccc2NS(C)(=O)=O)cc1 | 10 | -5 | -0.7 | 7 | 9 | 1 | 43 | -10 | 4 | 98 | -1
COC(=O)C1C=CC(OC2OC(COC(C)=O)C(OC(C)=O)C(OC(C)=O)C2OC(C)=O)n2c(=O)n(-c3ccccc3)c(=O)n21 (stereo not drawn) | 17 | 2 | 0.6 | -6 | 2 | 0 | -94 | -17 | -15 | · | ·
COC(CN(C)C(=O)c1ccc2c(c1)NC(=O)c1ccccc1S2)OC | -11 | -14 | 0.0 | -1 | -3 | -1 | 3 | 11 | -16 | 99 | -7
COc1ccc(-c2[nH]ncc2CNC(C)c2cn(C)nc2C)c(F)c1 (stereo not drawn) | 40 | -14 | -6.9 | 2 | 10 | -6 | -10 | -40 | 3 | 111 | 9
O=C(Cc1ccccc1)N1CCCC(c2nc(-c3ccc(S(=O)(=O)N4CCCC4)cc3)no2)C1 (stereo not drawn) | -16 | 4 | -0.5 | 0 | -12 | -2 | -14 | 16 | -12 | 103 | -4
Cc1ccc(S(=O)(=O)N(C(=N)N)c2nc(N(C)C)nc(N(C)C)n2)cc1 | 28 | -3 | 0.2 | -14 | 10 | -5 | 3 | -28 | 12 | 98 | -20
Cc1c(Br)c(O)c(Br)c(O)c1/C=N/n1c(-c2ccccc2)n[nH]c1=S | -1 | 6 | 3.6 | 0 | 35 | · | -5 | 1 | -1 | 103 | 2
O=C(NCc1ccc(F)cc1)c1ccc(NC(=O)C2CCCO2)cc1 (stereo not drawn) | · | 1 | -0.7 | -12 | 17 | 6 | 10 | · | 2 | · | -8
CCOC(=O)CC(NC(=O)CCc1c(C)nc2nc(C)nn2c1C)c1ccc(OC(C)C)cc1 (stereo not drawn) | 9 | -7 | 0.2 | -1 | 6 | -3 | 0 | -9 | -6 | 96 | 5
CC(C)CCNC(=O)C1CC(c2cccc([N+](=O)[O-])c2)=NO1 (stereo not drawn) | -20 | -9 | 1.0 | 3 | 1 | · | 2 | 20 | 4 | 96 | -13
CCOC(=O)C1=C(N)Oc2cc(O)ccc2C1c1ccccc1 (stereo not drawn) | 5 | -4 | -0.1 | 4 | 0 | -1 | · | -5 | 2 | 120 | 242
CCOC(=O)c1nn(-c2ccc(F)cc2)c2nc(Nc3ccccc3)cc(=O)n12 | -26 | 5 | 3.3 | -10 | 4 | -2 | 8 | 26 | -6 | · | 71
SMILES | SR-BI uptake up | PKA-R2B act | CDK5 inh | PKA-R1A activ | Arrestin-AP2 inh | NSD2 inh | MITF act | SR-BI HDL uptake | dFosB act | Pemphigus Ab inh | SUMO Mot1 rescue
COc1ccc(C2CC(c3ccc(OC)cc3O)=NN2C(=O)c2ccccc2)cc1 (stereo not drawn) | -18 | 10 | 0.1 | 1 | 23 | -3 | -2 | 18 | -15 | 96 | 0
Cc1ccc(NC(=O)NC(=O)COc2ccccc2C(N)=O)c(C)c1 | -14 | -7 | -0.2 | 3 | 6 | 2 | 14 | 14 | -4 | 100 | 0
O=C(CCCSc1nc2ccccc2[nH]1)N1CCN(c2ccc([N+](=O)[O-])cc2)CC1 | -53 | -3 | 0.5 | -7 | -6 | 13 | -23 | 53 | -5 | 95 | ·
CCN(CC(=O)NC1CCS(=O)(=O)C1)c1ccc(S(C)(=O)=O)cc1[N+](=O)[O-] (stereo not drawn) | -6 | 5 | -0.3 | 7 | 1 | -2 | 9 | 6 | -7 | 93 | -22
Cc1ccc(NC(=O)CNC(=O)c2ccco2)cc1 | -1 | 1 | 0.3 | 0 | 36 | -1 | 45 | 1 | 3 | 106 | 5
CCOC(=O)N1CCN(c2c(NCc3ccccc3Cl)c(=O)c2=O)CC1 | · | -6 | 0.0 | -5 | -3 | -1 | -5 | · | 2 | 96 | -4
O=C(COc1ccc([N+](=O)[O-])cc1)Nc1cccc2nsnc12 | 14 | -2 | -0.9 | -6 | 6 | -1 | 7 | -14 | -4 | 101 | -7
Cc1cc(C)cc(OCCCn2ccnc2)c1 | 0 | -4 | -3.1 | -5 | 7 | 11 | · | 0 | -12 | 120 | -17
O=C(NC1CCCCC1)c1cc(C2CC2)on1 | · | -2 | 1.2 | 0 | 5 | · | 74 | · | 0 | 87 | -15
Cc1sc2nc3ccc(N4CCCC4)nn3c(=O)c2c1C | · | -3 | 0.2 | -12 | 7 | · | 31 | · | -6 | 95 | -10
CCC(C)(C)NC(=O)Cc1ccc(C)cc1 | -3 | 2 | -0.3 | -5 | -3 | -6 | · | 3 | -1 | 104 | 114
COc1ccc(P(=O)(COc2ccc([N+](=O)[O-])cc2)c2ccc(OC)cc2)cc1 | 36 | 0 | 1.2 | -1 | 4 | 3 | 6 | -36 | 2 | 106 | -4
COc1cccc2sc(Nc3nc(-c4ccncc4)cs3)nc12 | -80 | 6 | -0.4 | -2 | 11 | 0 | 5 | 80* | -9 | 102 | 3
CC(=O)Nc1ccc(NC(=O)CSc2nnc(NC(=O)c3ccco3)s2)cc1 | 2 | -3 | 0.3 | -2 | 4 | -2 | -7 | -2 | 13 | 109 | -8
COc1cccc(CN2CCN(Cc3nc4c(s3)CCCC4)CC2CCO)c1 (stereo not drawn) | 5 | -3 | 0.0 | -1 | 12 | 0 | 3 | -5 | -3 | 98 | 522

Five of the compounds above, with values under each structure.
Every second line gives: SR-BI uptake up | PKA-R2B act | CDK5 inh | PKA-R1A activ | Arrestin-AP2 inh | NSD2 inh | MITF act | SR-BI HDL uptake | dFosB act | Pemphigus Ab inh | SUMO Mot1 rescue
- CCC(C)(C)NC(=O)Cc1ccc(C)cc1
  -3 | 2 | -0.3 | -5 | -3 | -6 | · | 3 | -1 | 104 | 114
- O=C(CN1C2CCCC1CC(NC(=O)c1ccccc1)C2)Nc1ccccc1C(F)(F)F (stereo not drawn)
  4 | -3 | 4.3 | -2 | 8 | · | -12 | -4 | -15 | · | 10
- Cc1sc2nc3ccc(N4CCCC4)nn3c(=O)c2c1C
  · | -3 | 0.2 | -12 | 7 | · | 31 | · | -6 | 95 | -10
- COc1cccc(CN2CCN(Cc3nc4c(s3)CCCC4)CC2CCO)c1 (stereo not drawn)
  5 | -3 | 0.0 | -1 | 12 | 0 | 3 | -5 | -3 | 98 | 522
- O=C(CN1CCCCC1)Nc1ccc(NC(=O)c2ccccc2Cl)cc1Cl
  -20 | -10 | 1.7 | 0 | 27 | -2 | 6 | 20 | -3 | 88 | 2
